Screening results as filed in PubChem.
TRPV1 agonist: human TRPV1 agonism. TRPV1-expressing cells, Fluo-8 calcium influx, agonist mode. Q8NER1. hit rate 0.19% among 320,000. activation, % at 8.33 µM; in the data active = activation above about 80%; inconclusive = between about 30% and that limit; note: 0% is about no effect
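TRPV1-expressing cells were cultured overnight at 35.5C and loaded with Fluo-8 calcium dye for 40 to 90 min at room temperature. After a 10 s baseline, compound was added and calcium influx was read kinetically for 3 min (ex 480/em 520 nm).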
USP2a inh: blocks human ubiquitin-specific protease USP2a; USP2 core, Ub-CHOP2 coupled fluorogenic reporter, 485/531; Potency, µM (top dose mostly 38.3 µM), for the others: at the highest dose activity change, negative = inhibition, most hits filed as inhibitors; hit rate 0.01% among 330,000; AID 463254;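 note: potency is the fitted concentration of half-maximal effect; plate controls were DMSO wells for no effect and full inhibition by NEM control for full effect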
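Cell-free coupled assay: 10nM USP2 core preincubated 30min RT with compound in Tris-HCl pH 8.0/CaCl2/CHAPS buffer, then 25nM Ub-CHOP2 and 25nM reporter substrate; fluorescence (Ex 485/Em 531) read after 60min RT, normalized to NEM inhibition, concentration-response curves fitted.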
KCNH2 3.1 inh: blocks the human KCNH2 3.1 channel isoform; U2OS KCNH2 3.1, thallium flux FluxOr; active compounds read low; activity change, % (tested at about 1.8 µM); hit rate 0.95% among 340,000;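 active = maximum activity change below -70%; inconclusive = maximum activity change from -70% to -50%; inactive = maximum activity change above -50%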;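 note: thallium influx rate constant from kinetic fluorescence after stimulation buffer; % is set by controls: 0 for no effect and ±100 for the full control effect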
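U2OS cells transduced with KCNH2 3.1 mutant virus (1.77 x 10^8 /mL, 4 h), plated overnight at 37 C, loaded 45 min with FluxOr dye plus Red40 quencher. Thallium flux rate constant from kinetic reads after stimulation buffer, normalised to controls.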
Mito fusion yeast: inhibitors of mitochondrial division or activators of mitochondrial fusion | S. cerevisiae fusion-defective mutant growth rescue, CellTiterGlo 48 h | Potency, µM (titrated, usually from 46.1 µM), inactives show top-dose growth rescue (activation), most hits filed as activators | hit rate 0.23% among 320,000;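 note: potency is the fitted concentration of half-maximal effect; % of control where 0% means no effect; nearly all actives have a fitted effect of over 45% in size; temperature-sensitive fusion mutants such as fzo1-1 at 37 °C on non-fermentable ethanol glycerol medium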
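Read-out: ATP-based luminescence (CellTiterGlo, 10 min ambient) reporting growth of fusion-defective ts yeast after 48 hours at 37C on glycerol/ethanol YPEG medium in the presence of compound.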
ELG1 repair inh: inhibitors of ELG1-dependent DNA repair in HEK293T cells; AID 504467; HEK293T ELG1-luciferase reporter, luminescence, 16 h; DNA damage induced by 5-fluorouridine; hit rate 2.3% among 330,000; Potency, µM (top dose mostly 46.1 µM), without a hit: at the highest dose activity change, negative = inhibition, hits mostly inhibitors; note: potency is the fitted concentration of half-maximal effect; % is set by controls: 0 for no effect and ±100 for the full control effect; nearly all actives have a fitted effect of over 55% in size
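Step one: seed 2,000 cells per well. Step two: pin-transfer compound or DMSO alongside 5-fluorouridine. Step three: incubate 16 hr, 37 °C, 5% CO2. Step four: add ONE-Glo, wait 30 min, read luminescence.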
Eya2 inh: Eya2 (human) phosphatase inhibition | recombinant Eya2, OMFP fluorescence dephosphorylation (OMFP is methylfluorescein phosphate) | Potency, µM (titrated, usually from 76.9 µM), for the others: top-dose activity, negative = inhibition, most hits filed as inhibitors | hit rate 0.006% among 330,000; note: potency is the fitted concentration of half-maximal effect; % is set by controls: 0 for no effect and ±100 for the full control effect
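Eya2 protein (added as 0.2 uM solution) was preincubated with compound for 10 min at ambient temperature in 50 mM HEPES pH 7.5, 50 mM NaCl, 5 uM MgCl2, 0.05% BSA, 1 mM DTT. OMFP (added at 50 uM) then reacted 10 min; fluorescence read at 485/525 nm.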
TSHR antag: antagonists of human thyroid stimulating hormone receptor | P16473 | TSHR-expressing cells, TSH-stimulated cAMP HTRF, 2 h; active compounds read low | activity change, negative = inhibition, % at 11.5 µM | hit rate 0.2% among 330,000 | AID 504810;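 active = activity change below a set negative limit, meaning inhibition stronger than a set level, cut at about -70% in these data; inconclusive = activity change between two set negative limits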; note: % is set by controls: 0 for no effect and ±100 for the full control effect
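Competitive HTRF cAMP read-out (cryptate anti-cAMP antibody, cAMP-d2; 30 min, room temperature) in freshly harvested TSHR cells. Compounds added before TSH at EC80 (4nM final), followed by 2 hours' incubation at 37 deg C.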
TCR activator: activators of T cell receptors; primary human leukocytes, anti-CD3, IL-2 HTRF, 48 h; AID 504894; 330,000 tested, under 10 active; Potency, µM (doses to about 9.22 µM), for the others: at the top dose activation of IL-2 secretion, usual class: activators; note: % of control where 0% means no effect
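1) Mix primary human leukocytes, a-CD3 beads and compound. 2) Incubate 48 hr. 3) Add HTRF IL-2 reagents (a-IL-2-K, a-IL-2-d2).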
hERG WT inh: inhibitors of human wildtype KCNH2 potassium channel; Q12809; U2OS, BacMam KCNH2, thallium flux FluxOr; active compounds read low; activity change, % at 1.84 µM; hit rate 0.37% among 340,000; AID 720551;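 active = maximum activity change below -70%; inconclusive = maximum activity change between -70% and -50%; inactive = maximum activity change above -50%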; note: % is set by controls: 0 for no effect and ±100 for the full control effect
Target sequence (Q12809 whole entry, looked up): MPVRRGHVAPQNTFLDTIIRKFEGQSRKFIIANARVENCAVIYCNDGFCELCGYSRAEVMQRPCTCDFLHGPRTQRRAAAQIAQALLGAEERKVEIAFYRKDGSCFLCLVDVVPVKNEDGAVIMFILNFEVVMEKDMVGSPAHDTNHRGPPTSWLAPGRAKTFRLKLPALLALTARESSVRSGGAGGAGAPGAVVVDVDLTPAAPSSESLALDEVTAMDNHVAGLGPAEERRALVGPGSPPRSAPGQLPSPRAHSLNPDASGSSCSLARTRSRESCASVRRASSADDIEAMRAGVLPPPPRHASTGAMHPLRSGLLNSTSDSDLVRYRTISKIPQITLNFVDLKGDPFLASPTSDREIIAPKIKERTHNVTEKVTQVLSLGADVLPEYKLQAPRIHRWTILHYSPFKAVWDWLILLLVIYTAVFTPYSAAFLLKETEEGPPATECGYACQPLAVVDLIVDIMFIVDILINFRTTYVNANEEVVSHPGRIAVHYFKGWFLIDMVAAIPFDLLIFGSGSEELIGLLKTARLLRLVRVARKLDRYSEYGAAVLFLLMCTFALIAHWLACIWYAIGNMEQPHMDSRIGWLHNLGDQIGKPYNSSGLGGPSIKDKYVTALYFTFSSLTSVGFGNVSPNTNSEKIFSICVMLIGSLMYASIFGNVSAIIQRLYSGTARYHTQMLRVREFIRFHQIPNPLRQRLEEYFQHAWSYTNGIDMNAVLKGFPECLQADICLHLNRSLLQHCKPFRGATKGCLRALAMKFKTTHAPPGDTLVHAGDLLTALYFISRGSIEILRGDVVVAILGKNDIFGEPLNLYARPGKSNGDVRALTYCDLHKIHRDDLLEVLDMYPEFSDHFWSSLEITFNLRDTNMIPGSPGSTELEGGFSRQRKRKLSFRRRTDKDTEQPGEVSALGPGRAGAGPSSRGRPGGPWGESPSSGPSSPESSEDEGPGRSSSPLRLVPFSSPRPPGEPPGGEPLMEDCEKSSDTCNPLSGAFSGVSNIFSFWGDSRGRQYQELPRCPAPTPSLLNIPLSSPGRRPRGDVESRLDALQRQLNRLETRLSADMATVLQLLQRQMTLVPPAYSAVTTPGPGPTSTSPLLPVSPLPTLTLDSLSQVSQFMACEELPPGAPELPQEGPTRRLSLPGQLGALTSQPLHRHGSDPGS
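U2OS cells were transduced with wild-type KCNH2 virus (2.03 x 10^8 / mL) for 4 h at room temperature, then cultured overnight at 37 C. Thallium flux was read with FluxOr dye. Rate constants were normalized to DMSO controls.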
A-T KAP1 phos: potential ataxia-telangiectasia treatment | AID 485349 | […] A-T fibroblasts, KAP-1 phosphorylation AlphaLISA; neocarzinostatin DNA damage 30 min before lysis | Potency, µM (series often up to 57.5 µM), inactives show at the highest dose activation, usual class: activators | hit rate 0.19% among 320,000; note: potency is the fitted concentration of half-maximal effect; % of control where 0% means no effect; nearly all actives have a fitted effect of over 45% in size
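hTERT-immortalized A-T patient fibroblasts ([…]), 500 cells/well in OPTI-MEM, 1% FBS, got compounds for 60 min, then NCS for 30 min at 37C. Lysates were then assayed for phospho-KAP-1 by AlphaLISA (anti-pKAP1 donor, anti-KAP1 acceptor beads), 6 hr at 25C.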
* hit, by the source's call; ? = inconclusive; · = not tested or not shown; & = joins results of further samples; [ ] = dose if it differs, or a comment. Unless noted, calls come from the whole dose curve; as a rule, active = well fitted curve in the direction sought with a large enough effect; inconclusive = small, poorly fitted or top-dose-only effect, or another doubt; inactive = no such curve, though single readings can be large; an effect the other way counts as inactive or inconclusive. The list is partial; count on the stated rates, not on these rows.

SMILES	TRPV1 agonist	USP2a inh	KCNH2 3.1 inh	Mito fusion yeast	ELG1 repair inh	Eya2 inh	TSHR antag	TCR activator	hERG WT inh	A-T KAP1 phos
Cc1c(CCO)c(=O)[nH]n1S(=O)(=O)c1ccccc1	1	1%	-5	-8%	15%	18%	29	-4%	1	-5%
CCCN1CCN(CCNC(=O)Nc2cc(C)ccc2C)CC1	-1	4%	-3	9%	?	-28%	1	4%	19	-1%
CCOc1ccccc1NC(=O)c1ccccc1-c1ccccc1	-5	3%	-9	-2%	-5%	-2%	5	9%	-47	-1%
COc1cc(C(=O)NCCC(=O)NC2CCCCC2)cc(OC)c1OC	2	-1%	7	-5%	0%	0%	11	4%	-9	4%
CCOC(=O)c1c(NC(=O)CSc2nnc(CNc3ccc(OC)cc3)n2C)sc(C)c1C	0	4%	12	4%	-5%	14%	1	-8%	12	0%
Cn1c(NC(=O)c2ccco2)c(-c2ccc(Cl)cc2)c(=O)c2ccccc21	-3	2%	-1	-2%	1%	7%	12	1%	10	-3%
COc1ccc(NC(=O)CCCC2=NS(=O)(=O)c3ccccc3N2)cc1	2	1%	18	-5%	2%	-2%	9	-2%	-22	3%
COCCNC(=O)C(=O)Nc1cccc(Br)c1	1	0%	1	-1%	?	0%	4	-2%	-13	-2%
CCCN(CCC)S(=O)(=O)c1ccc(C(=O)N2CC3CCC(CC3)C2)cc1	17	1%	-1	2%	?	?	1	5%	-2	5%
COc1cc(CNCc2ccc(OC)c3ccccc23)cc(OC)c1OC	1	2%	-3	-9%	-29%	-1%	-1	0%	6	5%
Nc1ccc(Nc2nc(-c3ccncc3)cs2)cc1	0	-7%	9	-2%	?	-27%	-16	·	-5	-5%
Cc1nc(NC2=NCN(CCc3ccccc3)CN2)nc2ccccc12	-1	-4%	·	-3%	-7%	25%	13	·	·	-3%
COc1ccc(OCC(=O)N/N=C/c2cccn2-c2cccc(C(=O)O)c2)cc1	1	1%	4	-3%	-2%	18%	3	6%	-2	3%
COc1ccc(C2=Nn3c(nnc3-c3ccccc3OC)SC2)cc1OC	-6	0%&-1%	-1	0%&-12%	-10%	-5%&2%	41&9	8%	-2	-2%&-9%
COc1ccc(NC(=O)CN(C)C(=O)c2cc(-c3ccccc3)nc3ccccc23)cc1	6	-1%	-7	14%	?	-9%	12	2%	-4	-3%
CCOC(=O)c1ccccc1NC(=S)N1CCC(N2CCCCC2)CC1	0	1%	0	1%	6%	10%	-5	6%	-2	-8%
O=C(O)CN1CCN(Cc2ccc(Cl)cc2)C1=O	1	-1%	13	-10%	1%	-1%	-3	2%	-6	3%
C/C(=N\Nc1ccc(C(F)(F)F)cc1[N+](=O)[O-])C1CC1	2	-6%	-25	-6%	?	-2%	8	-2%[46.1 µM]	1	-3%
COc1ccc(CC(=O)NNc2ncnc3c2cnn3C)cc1	1	1%	11	2%	0%	0%	31	1%[46.1 µM]	2	·
CN(C)C(/C=C/Nc1ccc(F)cc1)=C(C#N)C#N	·	1%	8	-1%	2%	-11%	1	-2%	13	0%
COc1ccc(S(=O)(=O)NC2CCCC2)c(OC)c1	-1	-1%	2	1%	19%	18%	-6	1%	0	7%
O=C(c1cc2ccccn2n1)N1CCCC1	-1	-6%	·	-1%	26%	-7%	-8	·	·	9%
OCCSc1nc2ccccc2n1CCOc1ccccc1	22	3%	18	3%	?	6%	-8	-6%	-28	5%
CCCCn1c(N)c(N(CC(C)C)C(=O)C2CCC2)c(=O)[nH]c1=O	2	1%	3	0%	10%	-2%	-3	13%	-4	-2%
O=CC1=C(c2ccccc2)Oc2ccccc2O1	21	0%	-6	1%	3%	9%	-33	5%	6	17%

Ordered by the number under TSHR antag (descending): 6 of the compounds above.
Structure,TSHR antag
COc1ccc(NC(=O)CN(C)C(=O)c2cc(-c3ccccc3)nc3ccccc23)cc1,12
COc1cc(C(=O)NCCC(=O)NC2CCCCC2)cc(OC)c1OC,11
C/C(=N\Nc1ccc(C(F)(F)F)cc1[N+](=O)[O-])C1CC1,8
CN(C)C(/C=C/Nc1ccc(F)cc1)=C(C#N)C#N,1
O=C(O)CN1CCN(Cc2ccc(Cl)cc2)C1=O,-3
O=CC1=C(c2ccccc2)Oc2ccccc2O1,-33

Going on with the list:
SMILES	TRPV1 agonist	USP2a inh	KCNH2 3.1 inh	Mito fusion yeast	ELG1 repair inh	Eya2 inh	TSHR antag	TCR activator	hERG WT inh	A-T KAP1 phos
CC1CN(C(=O)COC(=O)/C=C/c2ccc(C(F)(F)F)cc2)CC(C)O1 (stereo not drawn)	-3	-2%	2	10%	-4%	16%	-3	7%	-8	-4%
CC(=O)c1sccc1NC(=O)CC(C)(C)CC(=O)O	0	0%	10	-1%	5%	0%	8	2%	3	11%
COc1ccc(/C=N/NC(=O)c2sc(C)nc2C)cc1	21	1%	-13	0%	5%	-8%	7	1%	-1	-8%
CCC(Sc1nc(C)cc(C)n1)C(=O)O (stereo not drawn)	-4	0%	7	-2%	10%	8%	-3	-1%	7	-3%
O=C(c1ccc2snnc2c1)N1CCCC1	0	0%	-4	-2%	13%	-2%	1	-4%	-3	0%
O=C(Nc1ncc([N+](=O)[O-])s1)c1ccc2c(c1)OCO2	11	-1%	-2	27%	?	1%	-36	0%	0	-1%
Cc1cccc(NC(=O)C2CCCN(S(=O)(=O)c3c(C)nn(C)c3C)C2)n1 (stereo not drawn)	0	0%	17	-8%	-23%	-3%	0	-11%	1	1%
C/C(=N\NC(=O)c1ccc(Cl)cc1)c1ccc2[nH]ccc2c1	22	-2%	-7	0%	?	-6%	7	12%	12	-11%
COc1ccccc1CN(C)C(=O)c1sccc1-c1ccccc1	8	-7%	·	-2%	3%	-6%	-10	5%	-7	-16%
COc1ccc(N2CCN(C(=O)CSc3nnc(C)c(=O)[nH]3)CC2)cc1	-1	1%	-4	-1%	11%	1%	16	-1%	21	5%
CC(=O)c1sc(NC(=O)C2CC(=O)N(Cc3ccco3)C2)nc1-c1ccccc1 (stereo not drawn)	3	1%	2	1%	-13%	-16%	-2	·	8	-9%
CCS(=O)(=O)Nc1cc2c3c(c1)CCC(=O)N3CCC2	-4	2%	14	5%	8%	7%	6	-3%	-4	10%
C[C@H]1CN([C@@H](C)CO)C(=O)Cc2cc(NC(=O)CCN3CCOCC3)ccc2O[C@@H]1CN(C)Cc1ccc(Oc2ccccc2)cc1	·	0%	0	·	0%	-11%	15	7%	0	2%
COc1ccc2c(c1)c1nc3ccccc3nc1n2CCCN1C(=O)c2ccccc2C1=O	0	12%	7	2%	-13%	0%	2	1%[46.1 µM]	-14	2%
COc1ccc(/C=N/NC(=O)c2nc(-c3ccccc3)cc(-c3ccccc3)n2)cc1OC	1	2%	-72*	-6%	4.1µM*	-1%	-16	6%	-4	-2%

An excerpt of these results, with bars between the fields.
molecule | TRPV1 agonist | USP2a inh | KCNH2 3.1 inh | Mito fusion yeast | ELG1 repair inh | Eya2 inh | TSHR antag | TCR activator | hERG WT inh | A-T KAP1 phos
C/C(=N\NC(=O)c1ccc(Cl)cc1)c1ccc2[nH]ccc2c1 | 22 | -2% | -7 | 0% | ? | -6% | 7 | 12% | 12 | -11%
COc1ccc2c(c1)c1nc3ccccc3nc1n2CCCN1C(=O)c2ccccc2C1=O | 0 | 12% | 7 | 2% | -13% | 0% | 2 | 1%[46.1 µM] | -14 | 2%
